ALDH1A1 inh – blocks purified human ALDH1A1 activity; P00352; Purified ALDH1A1, NADH fluorescence, propionaldehyde substrate; Potency, µM (doses to about 75.3 µM), without a hit: top-dose activity, negative = inhibition, hits mostly inhibitors; hit rate 7.3% among 220,000; AID 1030; active = well fitted inhibition curve with a large enough effect, not every such curve was filed as active; inconclusive = small, poorly fitted or top-dose-only effect, or another doubt; inactive = no such curve, though single readings can be large or run the other way;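 note: plate controls were no enzyme wells and a reference inhibitor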
Tau fluor counter – counter-screen for tau fibril formation inhibitors; tau K18 P301L Alexa594 fluorescence, heparin fibrillization; Potency, µM (series often up to 57.7 µM), for the others: top-dose activity change, negative = decrease; hit rate 0.93% among 280,000; AID 1463; note: nearly all actives have a fitted effect of over 55% in size
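Human tau K18 P301L (15 uM unlabeled, 0.24 uM Alexa 594-labeled) in 100 mM sodium acetate pH 7 with 20 uM heparin, 6 hr at 37 C. ThT 30 uM added, 1 hr ambient; Alexa 594 FP and total fluorescence read at 555/632 nm.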
GLA spleen mod – alpha-galactosidase A (human) modulation | Potency, µM (doses to about 80 µM), without a hit: top-dose activity change, negative = inhibition, actives largely listed as inhibitors | hit rate 0.008% among 240,000 | P06280 | human spleen homogenate, 4MU-alpha-Gal fluorescence, 40 min;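 note: 0% = enzyme with vehicle and -100% = no enzyme basal signal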
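Human spleen homogenate (1 ug) was the enzyme source, with 4-methylumbelliferyl-alpha-D-galactopyranoside (1 mM final) in pH 5.0 citrate buffer with 0.01% Tween-20. Compounds were titrated; after 40 min at 37C, NaOH/glycine stop, 4-MU fluorescence read; AC50 from Hill fits.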
Tau ThT inhib – tau fibrillization inhibition (ThT binding) | P10636 | hit rate 2.1% among 270,000 | AID 1460 | Potency, µM (doses to about 57.4 µM), without a hit: at the highest dose activity, negative = inhibition, most hits filed as inhibitors | recombinant tau K18 P301L (four-repeat tau fragment), heparin-induced fibrillization, ThT fluorescence; note: nearly all actives have a fitted effect of over 55% in size
Target sequence (P10636 561-689 P618L limits assumed): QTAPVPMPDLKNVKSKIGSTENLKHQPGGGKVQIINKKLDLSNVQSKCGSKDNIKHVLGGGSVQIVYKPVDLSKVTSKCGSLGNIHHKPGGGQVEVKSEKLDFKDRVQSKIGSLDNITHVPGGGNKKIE
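Tau K18 P301L fragment (15 uM unlabeled plus 0.24 uM Alexa 594-labeled) in 100 mM sodium acetate pH 7 with compound, fibrillization induced by 20 uM heparin for 6 hr at 37 C. Thioflavin T (30 uM) added, fluorescence read after 1 hr (ex 450, em 510 nm).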
TR SRC2 fluor cs – counter-screen for TRb-SRC2 inhibitors: fluorescence interference; TRb/SRC2 Texas Red total fluorescence interference; Potency, µM (highest dose often 106 µM), without a hit: at the top dose fluorescence change, negative = quenching; hit rate 0.29% among 280,000; active = well fitted curve in either direction with a large enough effect; inconclusive = small, poorly fitted or top-dose-only effect
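Human TRb ligand-binding domain at 0.6 uM with 20 nM Texas Red SRC2 peptide in Tris buffer containing 1 uM T3 and 5% DMSO, incubated with compound 5 h at ambient temperature. Total fluorescence (555/632 nm) calculated as parallel + 2 × perpendicular.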
TRb-SRC2 inh – disrupts binding of human TR beta to SRC2; P10828; TRbeta-SRC2 peptide binding, fluorescence polarization; receptor liganded with 1 µM T3; Potency, µM (titrated, usually from 106 µM), without a hit: at the top dose activity change, negative = inhibition, hits mostly inhibitors; hit rate 0.065% among 280,000; AID 1469;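 note: plate controls were bound peptide for no effect and peptide without receptor for full effect; nearly all actives have a fitted effect of over 50% in size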
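TRb LBD 0.6 uM + Texas Red SRC2 peptide 20 nM, 1 uM T3, Tris buffer w/ 5% DMSO; compound pinned, 5 h RT; FP read ex 555/em 632; normalized to unbound and bound controls.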
L3MBTL1 block – blocks human L3MBTL1 | Q9Y468 | hit rate 0.66% among 230,000 | Potency, µM (highest dose often 57.1 µM), for inactives: at the top dose activity, negative = inhibition, usual class: inhibitors | AID 485360 | AlphaScreen L3MBTL1–H3K9me1 peptide binding; note: nearly all actives have a fitted effect of over 60% in size
Target sequence (Q9Y468 whole entry, looked up): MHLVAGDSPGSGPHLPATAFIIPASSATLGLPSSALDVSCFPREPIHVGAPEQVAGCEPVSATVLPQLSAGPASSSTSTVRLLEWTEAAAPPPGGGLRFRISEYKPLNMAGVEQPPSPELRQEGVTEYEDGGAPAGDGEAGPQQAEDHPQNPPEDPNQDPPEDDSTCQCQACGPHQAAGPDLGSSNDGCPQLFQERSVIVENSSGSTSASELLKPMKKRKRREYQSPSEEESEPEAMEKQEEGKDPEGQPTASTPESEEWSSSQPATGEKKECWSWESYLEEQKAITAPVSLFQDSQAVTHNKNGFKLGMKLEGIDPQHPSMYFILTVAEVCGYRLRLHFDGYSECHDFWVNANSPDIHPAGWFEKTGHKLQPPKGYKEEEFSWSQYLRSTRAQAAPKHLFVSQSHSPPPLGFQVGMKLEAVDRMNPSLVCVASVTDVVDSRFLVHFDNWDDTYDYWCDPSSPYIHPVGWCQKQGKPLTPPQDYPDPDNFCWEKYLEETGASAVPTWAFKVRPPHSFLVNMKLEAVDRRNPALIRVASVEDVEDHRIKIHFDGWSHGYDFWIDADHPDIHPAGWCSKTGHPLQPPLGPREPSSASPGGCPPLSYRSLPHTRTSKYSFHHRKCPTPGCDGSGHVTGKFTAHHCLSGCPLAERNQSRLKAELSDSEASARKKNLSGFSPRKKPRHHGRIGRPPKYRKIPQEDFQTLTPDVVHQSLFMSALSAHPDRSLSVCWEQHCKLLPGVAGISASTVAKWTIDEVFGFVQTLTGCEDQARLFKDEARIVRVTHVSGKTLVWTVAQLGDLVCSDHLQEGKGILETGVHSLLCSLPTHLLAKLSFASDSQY
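AlphaScreen proximity signal between nickel-chelate acceptor and streptavidin donor beads (final 10 ug/mL) reports binding of 50 nM L3MBTL1 to 75 nM biotin-H3 K9me1 peptide; complex incubated with compounds 30 min at room temperature; cefsulodin titration as control.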
Tau FP inhib – blocks human tau fibril formation measured by polarization | K18 P301L tau heparin fibrillization, Alexa594 FP, 6 h | Potency, µM (titrated, usually from 57.7 µM), without a hit: top-dose activity, negative = inhibition, hits mostly inhibitors | hit rate 0.39% among 280,000 | AID 1468; note: nearly all actives have a fitted effect of over 55% in size
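Steps: dispense K18 P301L tau (15 uM plus 0.24 uM Alexa 594 tracer, final) in pH 7 sodium acetate; add compound; add heparin (20 uM final); incubate 6 hr, 37 C; add ThT (30 uM final); after 1 hr ambient, read FP.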
The depositor's hits bear a star; ? = inconclusive; nt = not tested or not shown; [ ] = remark or other dose. Unless noted, calls come from the whole dose curve; as a rule, active = well fitted curve in the direction sought with a large enough effect; inconclusive = small, poorly fitted or top-dose-only effect, or another doubt; inactive = no such curve, though single readings can be large; an effect the other way counts as inactive or inconclusive. Unless noted, % is set by controls: 0 for no effect and ±100 for the full control effect; potency is the fitted concentration of half-maximal effect. No enrichment for hits; 8.5% or so of the library scored in one or more.

1) Cc1ccc(C)c(NC(=S)Nc2cccc3cnccc23)c1
2) Cc1cc2cc(CNC(=O)c3cc4ccccc4o3)ccc2n1C
3) CCCn1c(NCc2ccc(N(CC)CC)cc2)nc2ccccc21
4) CC(=O)c1ccc(Nc2cc(C)nc3ccc(C)cc23)cc1
5) Cc1ccccc1C(=O)N1CCC(C(=O)Nc2ccc(S(=O)(=O)N(C)C(C)C)cc2)CC1
6) CCn1nc2cc(C(=O)NCc3cc(C(F)(F)F)cc(C(F)(F)F)c3)ccc2c1OC
7) CC(=O)N1CCN(c2csc3ccc(Cl)cc3c2=O)CC1
8) CCCSCCCNC(=O)C1CCN(C(=O)c2cnn(-c3ccccc3)c2-n2cccc2)CC1

compound no.	1	2	3	4	5	6	7	8
ALDH1A1 inh	8.9µM*	?	nt	-3%	13µM*	4%	nt	nt
Tau fluor counter	-14%	-15%	?	-8%	-22%	-3%	-10%	-6%
GLA spleen mod	-8%	-7%	nt	6%	-1%	-8%	nt	nt
Tau ThT inhib	?	?	-10%	-14%	-7%	1%	?	-4%
TR SRC2 fluor cs	-3%	?	5%	0%	-1%	-2%	4%	-4%
TRb-SRC2 inh	1%	?	5%	3%	12%	-2%	12%	8%
L3MBTL1 block	-1%[11.4 µM]	-7%	nt	-4%	nt	-16%	nt	nt
Tau FP inhib	?	-4%	4%	-1%	-3%	-15%	8%	-5%

9) O=C(O)COc1cccc(-c2ocnc2-c2nc(-c3ccccc3)c(-c3ccccc3)o2)c1
10) COc1ccc(C(=O)C[n+]2ccc(N(C)C)cc2)cc1
11) CCN(CC(=O)Nc1ccccc1SC)Cc1nc2ccccc2c(=O)[nH]1
12) CCc1ccccc1NC(=S)N(CCN(C)C)Cc1cccs1
13) COc1cccc(C2CC(c3ccc(C(C)C)cc3)n3nc(N)nc3N2)c1 (stereo unspecified)
14) O=C(CCCN1C(=O)c2ccccc2C1=O)NCCCn1ccnc1
15) Cc1c(CC(=O)N2CCCCC2)c(=O)oc2cc(O)ccc12
16) COc1ccc(CCN(C(=O)C(F)(F)F)C(C(=O)NC2CCCCC2)c2ccc(C)s2)cc1 (stereo unspecified)

compound no.	9	10	11	12	13	14	15	16
ALDH1A1 inh	?	nt	nt	-3%	0%	-8%	nt	-6%
Tau fluor counter	4%	-3%	0%	-6%	-6%	9%	-8%	6%
GLA spleen mod	-15%	7%	1%	-1%	12%	6%	nt	-8%
Tau ThT inhib	-14%	0%	nt	-4%	-9%	7%	-2%	4%
TR SRC2 fluor cs	-4%	3%	1%	-3%	-5%	-1%	-13%	-5%
TRb-SRC2 inh	1%	7%	4%	-2%	7%	1%	6%	10%
L3MBTL1 block	nt	-4%	nt	nt	1%	-2%	nt	2%
Tau FP inhib	-12%	-6%	-7%	-2%	-4%	3%	-5%	-2%

From no. 7 as far as 16, copied from above:
7) CC(=O)N1CCN(c2csc3ccc(Cl)cc3c2=O)CC1
8) CCCSCCCNC(=O)C1CCN(C(=O)c2cnn(-c3ccccc3)c2-n2cccc2)CC1
9) O=C(O)COc1cccc(-c2ocnc2-c2nc(-c3ccccc3)c(-c3ccccc3)o2)c1
10) COc1ccc(C(=O)C[n+]2ccc(N(C)C)cc2)cc1
11) CCN(CC(=O)Nc1ccccc1SC)Cc1nc2ccccc2c(=O)[nH]1
12) CCc1ccccc1NC(=S)N(CCN(C)C)Cc1cccs1
13) COc1cccc(C2CC(c3ccc(C(C)C)cc3)n3nc(N)nc3N2)c1 (stereo unspecified)
14) O=C(CCCN1C(=O)c2ccccc2C1=O)NCCCn1ccnc1
15) Cc1c(CC(=O)N2CCCCC2)c(=O)oc2cc(O)ccc12
16) COc1ccc(CCN(C(=O)C(F)(F)F)C(C(=O)NC2CCCCC2)c2ccc(C)s2)cc1 (stereo unspecified)

compound no.	7	8	9	10	11	12	13	14	15	16
ALDH1A1 inh	nt	nt	?	nt	nt	-3%	0%	-8%	nt	-6%
Tau fluor counter	-10%	-6%	4%	-3%	0%	-6%	-6%	9%	-8%	6%
GLA spleen mod	nt	nt	-15%	7%	1%	-1%	12%	6%	nt	-8%
Tau ThT inhib	?	-4%	-14%	0%	nt	-4%	-9%	7%	-2%	4%
TR SRC2 fluor cs	4%	-4%	-4%	3%	1%	-3%	-5%	-1%	-13%	-5%
TRb-SRC2 inh	12%	8%	1%	7%	4%	-2%	7%	1%	6%	10%
L3MBTL1 block	nt	nt	nt	-4%	nt	nt	1%	-2%	nt	2%
Tau FP inhib	8%	-5%	-12%	-6%	-7%	-2%	-4%	3%	-5%	-2%

The list continues:
17) COC(=O)c1c(C(=O)OC)c(-c2ccc(C(C)(C)C)cc2)n2c1CS(=O)C2 (stereo unspecified)
18) COC(=O)C1=C(C)N2C(=O)CSC2=NC1c1ccc2c(c1)OCO2 (stereo unspecified)
19) Cc1ccc(C2CC(c3cccc(C)c3)n3nc(N)nc3N2)cc1 (stereo unspecified)
20) Cn1c(SCCCC(=O)c2ccc(Br)cc2)nnc1-c1ccncc1
21) CCOc1ccccc1NC(=O)c1nc(-c2ccccc2)oc1C
22) O=C(NC1CCCC1)C(c1ccc(N2CCOCC2)cc1)N(Cc1ccco1)C(=O)c1ccco1 (stereo unspecified)
23) COc1ccc(OC)c(S(=O)(=O)N2c3ccccc3CC2C)c1 (stereo unspecified)
24) COc1ccc(Cl)cc1NC(=O)C(C)N1CCN(C/C=C/c2ccccc2)CC1 (stereo unspecified)

compound no.	17	18	19	20	21	22	23	24
ALDH1A1 inh	-8%	-3%	?	7%	-11%	-3%	-10%	?
Tau fluor counter	4%	6%	-12%	-1%	-10%	3%	-10%	-12%
GLA spleen mod	6%	3%	-5%	3%	6%	-6%	5%	3%
Tau ThT inhib	-2%	-1%	-10%	-9%	-16%	1%	4%	?
TR SRC2 fluor cs	2%	?	0%	3%	-1%	-3%	0%	-5%
TRb-SRC2 inh	-7%	?	1%	-12%	-6%	1%	-7%	-4%
L3MBTL1 block	28%	-8%	3%	nt	nt	-5%	3%	nt
Tau FP inhib	-6%	3%	8%	-2%	5%	0%	1%	13%

25) O=C(CSc1cccc(C(F)(F)F)c1)NC(=O)c1ccccc1
26) O=C(Nc1ccc(S(=O)(=O)NC2CCCCC2)cc1)c1ccco1
27) Cc1nnc(C)n1/N=C/c1cccc(Oc2ccccc2)c1
28) O=C(CSc1nnc(Cc2cccs2)n1-c1ccc(Cl)cc1)NCc1ccc2c(c1)OCO2
29) CC(C)C1CCC(C(=O)N[C@H](Cc2ccccc2)C(=O)O)CC1 (stereo partly specified)
30) CN(c1ccccc1)S(=O)(=O)c1cccc(NC(=O)CN2CCCc3ccccc32)c1
31) NC(=O)NC(=O)c1nccnc1C(=O)O
32) CCn1nnnc1SCC(=O)c1ccc2c(c1)OCCO2

compound no.	25	26	27	28	29	30	31	32
ALDH1A1 inh	1%	0%	-4%	?	nt	nt	-6%	-15%
Tau fluor counter	7%	-8%	5%	-13%	-11%	?	-6%	-6%
GLA spleen mod	2%	-1%	-1%	-2%	-5%	2%	-15%	5%
Tau ThT inhib	11%	1%	1%	-16%	-8%	nt	-4%	-5%
TR SRC2 fluor cs	0%	-6%	0%	-4%	-2%	0%	-2%	1%
TRb-SRC2 inh	15%	-4%	0%	-18%	-1%	-3%	0%	-2%
L3MBTL1 block	-2%	-23%	14%	-6%	nt	nt	8%	-3%
Tau FP inhib	11%	-9%	?	3%	-5%	?	-1%	0%

33) COc1cc(C)ccc1OCCON1C(=O)CCC1=O
34) COc1ccc(C)cc1NC(=O)c1cnc2sccn2c1=O
35) COc1cccc(NC(=O)C2CCCN(c3nnc(-n4c(C)ccc4C)s3)C2)c1 (stereo unspecified)
36) O=c1[nH]c2cc3c(cc2cc1CN(Cc1ccco1)C(=S)NCCCN1CCOCC1)OCCO3
37) CCN(CC)C(=O)C1CCCN(c2ccc([N+](=O)[O-])cc2/C=N/NC(=O)c2cccc([N+](=O)[O-])c2)C1 (stereo unspecified)
38) CCOC(=O)C1CCCN(CCC(=O)Nc2ccc(C)c(C)c2)C1 (stereo unspecified)
39) OC(CNc1ccccc1)Cn1ccc2ccccc21 (stereo unspecified)
40) COC(=O)c1cccc(NC(=S)Nc2cccc(Cl)c2C)c1
41) CCOc1ccc(NC(=O)CSc2ncn[nH]2)c([N+](=O)[O-])c1
42) Cc1cccc(NCc2nc3ccccc3n2Cc2ccccc2)c1

compound no.	33	34	35	36	37	38	39	40	41	42
ALDH1A1 inh	5%	?	nt	?	?	6%	-15%	?	16%	0%
Tau fluor counter	10%	-5%	?	-13%	-21%	2%	-28%	-4%	3%	?
GLA spleen mod	10%	7%	nt	0%	-15%	4%	11%	-2%	-5%	-1%
Tau ThT inhib	5%	-12%	?	-19%	?	-2%	-6%	0%	-1%	?
TR SRC2 fluor cs	-3%	-3%	0%	-4%[53 µM]	0%	5%	3%	-2%	-1%	-4%
TRb-SRC2 inh	-3%	-9%	-2%	5%[53 µM]	7%	1%	4%	-1%	-4%	4%
L3MBTL1 block	-4%	-10%	nt	-3%	-4%	8%	-24%	7%	10%	nt
Tau FP inhib	5%	-7%	?	-9%	4%	4%	11%	?	12%	5%
